Screening results deposited in PubChem BioAssay by several laboratories.
aDG glyco act = activators of alpha-DG glycosylation, primary screen, uHTS, Pro5-aDG cells, AlphaScreen. alpha-DG glycosylation AlphaScreen (IIH6); 0% Pro5, 100% B10-LARGE cell signal. activation, % at 10 µM. hit rate 0.22% among 360,000. AID 624168, 2012;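 active = activation of at least 8% versus controls, or a plate z-score of at least 8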;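 also: Pro5 are CHO cells carrying HIG-tagged alpha-DG that lacks glycosylation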
H9c2 protect = cardioprotection against H2O2-induced cell death, primary screen, uHTS, H9c2 cells, ATPLite luminescence; H9c2 cardiomyocytes, H2O2 injury protection, 2 h; protection from H2O2 cell death, % at 20 µM; hit rate 0.63% among 360,000; AID 588492, 2011;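 active = compounds giving at least 50% protection of heart cells from peroxide-induced death in the single-dose screen, raw or plate-pattern-corrected value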;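 also: 0% = DMSO wells with peroxide and 100% = DMSO wells without peroxide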
HTR2A ag = mouse Htr2a agonists via beta-arrestin recruitment, primary screen, cell-based, luminescence; 5-hydroxytryptamine receptor 2A (Mus musculus), P35363; CHO-K1 mHTR2A beta-arrestin complementation; percent of 30 µM serotonin response; activation, % at 7.6 µM; hit rate 0.66% among 360,000;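 active = activation above a run cutoff, the mean activation of all tested compounds plus 3 SD, cut at about 14% in these data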;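 also: 0% = plate median of compound wells and 100% = 30 µM serotonin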
MC4R antagonist = MC4R antagonists of cAMP signaling, primary screen, cell-based, TR-FRET, antagonist arm of biased-ligand search. MC4R-expressing cells, MTII-stimulated cAMP, LANCE TR-FRET. inhibition, % at 6.5 µM. AID 540295, 2011. hit rate 0.48% among 360,000. Melanocortin receptor 4 (Homo sapiens), P32245;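 active = inhibition above its plate's cutoff, the mean of tested wells on that plate plus 3 SD, cut at about 29% in these data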;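 also: 0% = Melanotan II alone and 100% = Melanotan II plus saturating MCL0020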
Target sequence (P32245 whole entry, looked up): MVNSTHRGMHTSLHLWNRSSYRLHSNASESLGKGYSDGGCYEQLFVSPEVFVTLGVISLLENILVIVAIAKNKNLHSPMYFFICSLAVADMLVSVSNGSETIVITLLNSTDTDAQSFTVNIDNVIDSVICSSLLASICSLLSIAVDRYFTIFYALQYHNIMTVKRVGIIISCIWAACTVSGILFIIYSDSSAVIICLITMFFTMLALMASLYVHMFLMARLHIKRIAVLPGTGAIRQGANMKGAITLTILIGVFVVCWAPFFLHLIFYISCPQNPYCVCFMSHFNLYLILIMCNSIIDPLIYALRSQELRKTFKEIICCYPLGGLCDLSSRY
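Material: U2OS-MC4R stable cell line | Reagent: Melanotan II challenge after compound preincubation | Doses: One concentration, 6.5 µM nominal | Incubation: 30-min compound preincubation, 1-h Melanotan II challenge, 1-h detection, room temperature | Signal: TR-FRET cAMP assay | Replicates: One well per compound, no replicates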
N-glyco inh = increase of ERlucT glycosylation luciferase signal, primary screen, N-linked glycosylation inhibitor project, D54 ERlucT cells, luminescence, set 2. D54 ERlucT glycosylation luciferase reporter, 24 h; percent of 100 nM tunicamycin response. reporter increase, % at 12.5 µM. hit rate 0.23% among 360,000;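 active = mean luciferase reporter signal, scaled so untreated is 0 and the glycosylation-blocking control 100, at or above a set limit in every replicate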;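 also: luciferase carries N-glycosylation sites so blocking glycosylation raises the light; 0% = median of neutral control wells and 100% = median of 100 nM tunicamycin wells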
Vif inh = HIV Vif self-association inhibitors, primary screen, imaging, HEK293T, single point; hit rate 0.35% among 340,000; inhibition, % at 7.49 µM; HEK293T cells, Vif self-association by quenched fluorescence, 24 h; in the data active = inhibition above about 50%, passing the limit was not always enough; also: some results filed as inactive read as strong as hits
CaV13 FRET inh = Primary screen for inhibitors of IQ motif and Ca2+-dependent inactivation inhibitor domain binding in CACNA1D, Förster resonance energy transfer in living cells, … | hit rate 0.098% among 340,000 | inhibition, % at 12.3 µM | HEK cells, CFP/YFP FRET ICDI-IQ, plate reader, 10 min; percent FRET-ratio fall versus neutral wells | AID 743397;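 active = mean replicate inhibition of at least 30% and at least 1% of replicates passing that level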;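 also: 0% = median of the neutral control wells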
PDI inh = inhibitors of human PDI, primary screen, biochemical, turbidity, single point, plate reader. PDI insulin aggregation turbidity, A650, 90 min. inhibition, % at 10 µM. hit rate 0.052% among 350,000. AID 588391, 2011;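 active = mean inhibition across replicates of 30% or more, whatever share of single replicates reach that level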;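 also: absorbance from insulin aggregation driven by PDI reduction with DTT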
Target sequence (P07237 whole entry, looked up): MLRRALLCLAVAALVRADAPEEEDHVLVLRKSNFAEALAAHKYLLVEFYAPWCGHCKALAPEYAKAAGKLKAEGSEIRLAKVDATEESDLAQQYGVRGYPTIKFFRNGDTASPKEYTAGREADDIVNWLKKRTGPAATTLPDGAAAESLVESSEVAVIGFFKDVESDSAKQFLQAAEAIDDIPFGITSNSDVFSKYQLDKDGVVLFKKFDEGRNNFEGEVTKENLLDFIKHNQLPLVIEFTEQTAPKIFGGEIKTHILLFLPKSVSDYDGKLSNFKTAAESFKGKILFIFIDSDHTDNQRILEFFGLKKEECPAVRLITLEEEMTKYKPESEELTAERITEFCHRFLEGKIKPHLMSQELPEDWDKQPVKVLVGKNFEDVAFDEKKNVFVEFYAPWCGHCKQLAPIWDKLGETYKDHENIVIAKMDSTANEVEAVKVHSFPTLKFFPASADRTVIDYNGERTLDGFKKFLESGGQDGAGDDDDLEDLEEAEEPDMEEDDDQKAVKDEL
MC4R barr agon = MC4R agonists recruiting beta-arrestin, primary screen, cell-based, luminescence, agonist arm of biased-ligand search. Melanocortin receptor 4 (Homo sapiens), P32245. U2OS MC4R beta-arrestin complementation; percent of melanotan II response, DMSO zero. activation, % at 8.9 µM. hit rate 0.98% among 360,000. AID 540308, 2011;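 active = activation above a per-plate cutoff, the mean activation of sample wells on that plate plus 3 SD, cut at about 8% in these data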
ABCB6 inh 2 = ABCB6 transporter inhibitors, primary screen, K562-ABCB6 cells, flow cytometry, MLPCN library | fluorescence ratio to DMSO, % at 10 µM | K562-ABCB6 porphyrin accumulation, 1 h; stronger effect = lower value | ATP-binding cassette sub-family B member 6 (Homo sapiens), Q9NP58 | hit rate 0.19% among 360,000;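 active = fluorescence ratio to DMSO below 75%, the collection mean minus 3 SD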;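 also: signal is porphyrin accumulated inside mitochondria; 100% equals median channel fluorescence of DMSO control wells; lower ratio means ABCB6 inhibition with less porphyrin fluorescence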
Active calls of the source: *; · = no result given.

SMILES	aDG glyco act	H9c2 protect	HTR2A ag	MC4R antagonist	N-glyco inh	Vif inh	CaV13 FRET inh	PDI inh	MC4R barr agon	ABCB6 inh 2
CCOc1ccccc1NC(=O)CSc1nc2nc(-c3cccs3)cc(C(F)(F)F)c2c(=O)[nH]1	0.0	-5	4	9	1	-9	5	6	0.6	87
CN(C1=NC(=O)C(CC(=O)Nc2ccc(Br)cc2)S1)c1ccc(O)cc1 (configuration not stated)	0.0	-7	-2	26	-7	4	-5	61*	-1.2	95
CN(Cc1ccc(C(F)(F)F)cc1)C(=O)c1ccc(Oc2ccccc2)cc1	0.2	-5	-1	15	-1	-10	-19	-8	5.1	95
CCOC(=O)c1c(-c2ccc(C)cc2)csc1NC(=O)C1CC=CCC1C(=O)O (configuration not stated)	-0.1	-5	7	1	-1	8	-1	-9	1.2	94
OC(COc1c(F)cc(Br)cc1F)CN1CCOCC1 (configuration not stated)	0.1	-3	3	1	1	2	-19	0	-1.0	97
CCCCn1c(N)c(N(CCOC)C(=O)c2cnccn2)c(=O)[nH]c1=O	-0.1	0	-2	3	1	8	-12	0	0.1	100
O=C(OCCC1Oc2cccnc2NC1=O)c1ccc(F)cc1 (configuration not stated)	0.1	-1	1	-5	2	-2	-7	1	2.0	96
COc1ncnc2c1ncn2CCCN(C)CCc1ccccn1	0.4	10	3	-2	1	-3	-3	-5	1.0	98
CN(C)c1nc(N)nc(CSc2nnnn2C)n1	0.2	13	5	-1	1	-2	-6	21	-0.6	96
CCCCCC(=O)Nc1nnn(CCC)n1	0.0	2	2	0	0	-1	-8	14	-1.2	99
COCCOC(=O)c1[nH]c2c(c1C)C(=O)CC(c1ccc(OC)c(OC)c1)C2 (configuration not stated)	0.4	-8	-4	6	-2	·	-20	-3	-2.6	95
O=C(O)CC(CC(=O)O)n1cccc1	0.0	-2	1	9	0	1	-6	1	-1.1	96
O=C(NCc1nc2ccccc2[nH]1)C1=C[C@@H](C2CCCCC2)C[C@@H](OCc2ccc(CO)cc2)O1	0.2	-20	-5	12	-2	-12	-11	-2	-1.6	94
CCCN(CC(=O)Nc1cc(C)on1)S(=O)(=O)c1cccc(C(F)(F)F)c1	-0.3	-6	0	0	-5	1	-4	5	-3.2	100
Cc1ccc(S(=O)(=O)N2[C@@H](c3ccccc3F)C(C(=O)O)=CC[C@H]2c2ccc3c(c2)OCO3)cc1	0.1	4	1	2	2	-4	-11	-1	-1.9	100
Cn1c(NC(=O)/C=C/c2ccccc2)cc(=O)n(C)c1=O	0.8	14	3	9	-7	2	-3	7	1.4	95
Cc1cc2c(c(=O)n1CCN(C)C)C(c1ccc(Cl)cc1)C(C#N)=C(N)O2 (configuration not stated)	-0.5	4	-4	2	0	10	-6	3	-2.4	97
Cc1cc(NC(=O)CCC(=O)N(c2ccccc2)C(C(=O)NC2CCCC2)c2ccccc2F)no1 (configuration not stated)	0.0	0	8	17	-3	-9	-3	7	-1.3	99
CCN1CCc2c(sc(NC(=O)c3ccc(S(=O)(=O)N(C)c4ccccc4)cc3)c2C(=O)NC)C1	43*	57*	5	15	-2	·	·	1	-1.4	136
C=CCc1ccc(OCc2ccc(C(=O)O)o2)c(OC)c1	0.0	0	1	13	-6	-13	-19	7	0.1	94
COc1ccc(NC(=O)NC(C)c2ccncc2)cc1OC (configuration not stated)	0.2	10	6	7	0	0	-8	-6	-0.1	101
C=CCn1c(SCC(N)=O)nnc1-c1cc(Br)ccc1O	0.0	0	-1	12	4	-2	-3	-5	0.6	101
O=C(O)[C@@H]1[C@@H]2C[C@@H]2CN1c1ncccc1[N+](=O)[O-]	-0.2	13	-2	5	-1	-1	-5	4	-1.0	103
CCOC(=O)CCCn1nc(C)n2c(cc3sccc32)c1=O	0.0	16	-2	-5	-1	·	·	-4	-0.3	105
COc1ccc(CC(=O)OCC(=O)Nc2ccc3c(c2)OCO3)cc1OC	-0.2	-13	4	8	1	-6	-2	-2	-0.8	94
The list continues.
SMILES	aDG glyco act	H9c2 protect	HTR2A ag	MC4R antagonist	N-glyco inh	Vif inh	CaV13 FRET inh	PDI inh	MC4R barr agon	ABCB6 inh 2
CCOC(=O)c1cnc2c(c(C)nn2CC)c1NCCN1CCOCC1	0.4	1	5	18	1	3	-4	-1	-2.3	99
CC1C(=O)N2CCCc3cc(NC(=O)c4ccccc4F)cc1c32 (configuration not stated)	-0.2	4	-1	-2	9	18	-5	6	-1.7	101
CCN(CC)Cc1c(O)ccc2c([N+](=O)[O-])c(C)n(-c3ccc(OC)cc3)c12	0.1	11	1	8	-10	-15	·	7	-1.2	105
CCn1ncc(C2=NOC(C(=O)Nc3ccc4c(c3)OCO4)C2)c1C (configuration not stated)	0.5	-10	4	16	2	·	-5	1	-0.3	104
CC1CCCCN1C(=O)c1ccccc1OC1CCN(S(C)(=O)=O)CC1 (configuration not stated)	0.0	1	0	5	1	-1	2	-1	-2.1	103
Nc1nonc1-c1nc2ccccc2n1Cc1ccccc1	-0.2	-4	5	-7	22	40	-5	11	-0.5	102
COc1ccc(OCC(=O)Nc2ccc(N3CCOCC3)c(Cl)c2)cc1	0.1	2	-2	4	-2	-4	-4	1	2.0	99
COC(=O)C1=C(C)NC(=O)NC1c1ccc2ccccc2c1 (configuration not stated)	-0.2	-6	0	1	0	4	-21	0	0.7	98
CCCCCn1c(N)c(-c2nc3ccccc3s2)c2c([N+](=O)[O-])nn(CC)c(=O)c21	-0.1	-16	6	3	-4	1	-2	-15	0.2	102
Cc1oc(-c2cccc(Cl)c2)nc1CS(=O)(=O)CC(=O)NCCCN1CCOCC1	-0.1	0	25*	-2	-1	-3	-6	·	-0.1	98
CCOC(=O)c1c(C)n(-c2ccccc2)c2ccc(OCCN(C)C)cc12	0.1	7	-7	7	-4	-9	-4	-4	1.9	97
CCCOc1cccc(C(=O)NC(=S)Nc2ccccc2)c1	0.0	-6	-4	2	0	0	-18	3	-0.7	99
COc1ccc2[nH]c3c(NCCN4CCCCC4)ncnc3c2c1	0.9	-8	-4	4	6	-5	·	-5	-2.0	95
CCN(CC)C(=O)c1ccc(-c2nnc(Nc3ccc(C(=O)N(C)C)cc3)c3ccccc23)cc1	0.2	13	-3	-7	-2	1	-4	2	-2.2	94
CC(C)NC(=O)Nc1cccc2c1O[C@H](CN(C)S(C)(=O)=O)[C@@H](C)CN([C@H](C)CO)C2=O	0.0	11	1	4	2	-8	-3	3	-0.8	108
CCOCCn1ccc2c(OCC(=O)NCCc3ccc(OC)c(OC)c3)cccc2c1=O	0.1	9	6	3	1	-3	·	3	-2.0	96
CSc1nc2c(c(=O)[nH]1)C(c1cccc(Cl)c1Cl)CC(=O)N2 (configuration not stated)	-0.2	12	-1	6	1	-2	-4	-4	0.5	110
O=C(CCOc1ccccc1)Nc1cccc(S(=O)(=O)Nc2ccccc2Cl)c1	0.3	-13	5	0	-3	1	-4	-4	-1.5	94
COc1cc(S(=O)(=O)N(C)C)ccc1F	0.0	-2	-1	2	5	-4	-6	17	-1.0	96
COc1cc(CNC2CCCCCCC2)ccc1OCC(N)=O	-0.2	0	11	4	0	-7	13	11	-1.6	92
COc1ccc(-c2nnn(Cc3ccccc3F)n2)cc1	-0.1	-8	-1	3	-3	-1	-5	-7	-1.7	104
COc1ccc(NC(=O)C/C(C)=N/NC(=O)C(=O)Nc2cccc(Cl)c2C)c(OC)c1	-0.1	2	1	-1	0	12	-3	-4	-0.9	96
COc1ccc2c(c1)c1ncn(CCN3CCCCC3)c(=O)c1n2C	0.2	3	-3	4	1	11	-3	6	1.5	111
C=C1c2ccccc2S(=O)(=O)N(Cc2ccccc2)C1COCc1ccccc1 (configuration not stated)	-0.1	-22	-10	18	-2	-3	-6	-1	-1.7	92
CC(Oc1ccc(F)cc1)C(=O)Nc1cc(Cl)ccc1-n1cncn1 (configuration not stated)	0.1	-6	4	5	0	-13	-3	0	-0.1	102
Continuation.
SMILES	aDG glyco act	H9c2 protect	HTR2A ag	MC4R antagonist	N-glyco inh	Vif inh	CaV13 FRET inh	PDI inh	MC4R barr agon	ABCB6 inh 2
O=C(Nc1ccc(F)cc1Cl)C1CCN(C(=O)Nc2ccccc2)CC1	0.0	-2	-12	11	0	22	-7	7	-1.6	97
CCOC(=O)N/N=C(\C)c1ccc(Br)cc1	0.0	-1	-4	5	1	0	-9	-1	-0.6	98
COc1ccc(OCc2cc(C(=O)NC(C)Cc3ccccn3)no2)c(Cl)c1 (configuration not stated)	0.2	2	5	-1	1	-5	-1	9	-0.5	89
N#CCc1ccc(NC(=O)Nc2cccc3ccccc23)cc1	0.4	-1	3	0	0	8	·	4	2.9	96
CCCN1CCN(C(=O)c2ccc(F)c(S(=O)(=O)N3CCOCC3)c2)CC1	-0.2	5	5	3	-1	-3	-2	-7	-1.4	94
Cc1ccn2c(c1)nc(=O)c1cc(S(=O)(=O)N3CCCCC3)ccc12	-0.1	5	-4	17	2	32	-3	-7	1.5	98
COc1ccc(C(=O)N2CCN(C(=O)c3ccncc3)CC2)cc1	0.1	-3	-6	13	2	11	-13	2	0.4	98
O=C(NCCCCc1ccccc1)C12CN(Cc3ccccc3)CC1C(c1ccc([N+](=O)[O-])cc1)=NO2 (configuration not stated)	-0.4	0	0	5	-7	·	6	2	0.8	95
CCCn1c(C(C)Nc2nc(-c3cccc(Br)c3)cs2)nc2ccccc21 (configuration not stated)	-0.1	-9	-4	6	-4	-2	24	-10	0.1	95
COc1cccc(CN(C)C(=O)CCN=C2NS(=O)(=O)c3ccccc32)c1	0.4	7	-4	12	4	-2	-5	-2	-2.0	97
Cn1c(C(=O)OC(C(=O)NC2CCCCC2)c2ccccn2)cc2sccc21 (configuration not stated)	0.1	6	-9	0	-3	5	-4	-8	-3.2	91
Cc1cccc(C)c1OCC(=O)N/N=C/c1ccncc1	0.6	5	1	-4	0	-10	-4	5	0.3	97
COc1cc2c(cc1OC)C1=C(C#N)CN(C3CCCCC3)CN1CC2	-0.1	6	-6	-5	2	·	-7	·	-0.4	90
COc1cccc(NC(=O)C23CCC(C)(C(=O)O2)C3(C)C)c1 (configuration not stated)	-0.2	-2	0	-6	1	-37	-4	-1	-0.4	97
